Compound activity as filed in PubChem.
MCF10A rerep – DNA re-replication induction in MCF 10a cells. MCF 10A DNA re-replication, Hoechst nuclear intensity, 48 h. Potency, µM (titrated, usually from 46.1 µM), for the others: top-dose activity, positive = re-replication, actives largely listed as activators. 2.9% of 350,000 active. AID 624296; note: potency is the fitted concentration of half-maximal effect; % of control where 0% means no effect; nearly all actives have a fitted effect of over 50% in size
IL-1B inflam inh – inflammasome signaling inhibition, IL-1 beta readout; THP-1 LPS/ATP IL-1B secretion, AlphaLISA, 16 h; active compounds read low; activity change, % at 57.5 µM; 4.7% of 360,000 active; in the data active = activity change below about -50%; inconclusive = mostly about -30% to -49%; note: % is set by controls: 0 for no effect and ±100 for the full control effect
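THP-1 cells pretreated 1 hr with compounds (up to 57.5 uM final), then stimulated with LPS (250 ng/mL final) plus ATP (1.25 mM final); secreted IL-1B measured by AlphaLISA after 16 hr, decreased signal indicating inhibition.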
KB-V1 cytotox – kills drug-selected multidrug resistant KB-V1 cells; KB-V1 MDR cells viability, CellTiter-Glo, 72 h; Potency, µM (doses to about 46.1 µM), for the others: at the highest dose activity change, negative = cytotoxicity, usual class: cytotoxic; 3.4% of 400,000 active; AID 1347076; note: potency is the fitted concentration of half-maximal effect; % is set by controls: 0 for no effect and ±100 for the full control effect; nearly all actives have a fitted effect of over 60% in size
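Following 72 h at 37 degrees C with compound, KB-V1 cell viability was read by CellTiter-Glo luminescence, medium being phenol-red-free DMEM plus 10% FBS; concentration-response parameters came from normalized, curve-fitted qHTS data.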
D3 ag – activates the human D3 dopamine receptor; max activation, %; 0.58% of 410,000 active; AID 652048; P35462; D3R DiscoveRx beta-arrestin cells, luminescence, 90 min; in the data active = max activation above about 30%; note: 0% is about no effect; mostly tested at two doses, the higher about 12 µM
Target sequence (P35462 whole entry, looked up): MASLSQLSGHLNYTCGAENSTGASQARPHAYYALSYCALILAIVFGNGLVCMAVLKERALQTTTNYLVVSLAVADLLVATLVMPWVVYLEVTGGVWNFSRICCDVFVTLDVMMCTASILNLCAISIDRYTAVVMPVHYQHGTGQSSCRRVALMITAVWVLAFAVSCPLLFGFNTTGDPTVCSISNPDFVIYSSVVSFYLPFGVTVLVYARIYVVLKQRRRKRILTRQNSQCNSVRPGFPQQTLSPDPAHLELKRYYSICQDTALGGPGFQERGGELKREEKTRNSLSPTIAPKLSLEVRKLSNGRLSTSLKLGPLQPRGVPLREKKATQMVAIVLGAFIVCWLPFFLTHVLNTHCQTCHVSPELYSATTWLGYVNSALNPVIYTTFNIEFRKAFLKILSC
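Cells at 1500/well, incubated overnight, then treated with pinned compounds (dopamine as control) for 90 min at 37 degrees C. DiscoveRx reagent added for 30 - 60 minutes at room temperature; luminescence read.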
HT1080-NT tox – kills 2HG-producing HT-1080-NT fibrosarcoma cells; AID 686970; 1.6% of 360,000 active; Potency, µM (top dose mostly 46.1 µM), without a hit: at the highest dose activity, negative = less viability, most hits filed as cytotoxic; HT-1080-NT fibrosarcoma viability, CellTiter-Glo ATP luminescence, 48 h;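 note: NT is the 2HG producing partner of a matched IDH1 knockdown line; potency is the fitted concentration of half-maximal effect; 0% = DMSO-treated cells and -100% = media-only wells without cells; nearly all actives have a fitted effect of over 55% in size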
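Viability of the 2HG-overproducing fibrosarcoma line after 48 hours of compound exposure at 37 degrees C was determined by luminescence with CellTiter-Glo, and concentration-effect curves were then fitted and categorized.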
KB-3-1 cytotox – kills parental KB-3-1 adenocarcinoma cells; AID 1347075; 1.4% of 400,000 active; Potency, µM (highest dose often 46.1 µM), inactives show at the highest dose activity change, negative = cytotoxic, hits mostly cytotoxic; KB-3-1 viability, CellTiter-Glo ATP luminescence, 72 h; note: potency is the fitted concentration of half-maximal effect; % is set by controls: 0 for no effect and ±100 for the full control effect; nearly all actives have a fitted effect of over 60% in size
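Screening of KB-3-1 cells (DMEM, 10% FBS, phenol-red free) ran from lowest to highest compound concentration; after 72 h at 37 °C viability was read luminescently and curves fitted.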
SW480 rereplic – DNA re-replication induction in SW480 cells | SW480 DNA re-replication, Hoechst DNA content imaging, 48 h | Potency, µM (highest dose often 46.1 µM), inactives show top-dose re-replication activation, usual class: activators | 1.8% of 340,000 active | AID 624297; note: potency is the fitted concentration of half-maximal effect; % of control where 0% means no effect; nearly all actives have a fitted effect of over 55% in size
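Image-based read-out: total Hoechst fluorescence of nuclei (405 nm excitation, 500-530 nm emission), with hits raising the fraction of high-intensity nuclei. SW480 colon cells incubated 48 hr with compounds at 37 C.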
GLP1R cytotox – cytotoxicity counter-screen for GLP-1 receptor inverse agonists; Potency, µM (doses to about 38.3 µM), without a hit: at the top dose activity change, negative = inhibition, actives largely listed as inhibitors; AID 624418; HEK293 cAMP-luciferase reporter cells, luminescence, 24 h; 0.13% of 410,000 active;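 note: loss of luciferase light is scored as toxicity; potency is the fitted concentration of half-maximal effect; % is set by controls: 0 for no effect and ±100 for the full control effect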
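A 23 nL compound transfer followed 12 hours of cell culture at 37 deg C; exposure then lasted 24 hr. Luciferase assay detection reagent was dispensed and plates read for luminescence after a 12 min room-temperature wait.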
HT1080 IDH1KD tx – HT-1080 IDH1 knockdown cell toxicity (counter line); Potency, µM (top dose mostly 46.1 µM), inactives show at the top dose activity, negative = toxicity, most hits filed as cytotoxic; HT-1080 IDH1 knockdown viability, ATP luminescence, 48 h; AID 686971; 2% of 360,000 active;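 note: potency is the fitted concentration of half-maximal effect; 0% = DMSO wells and -100% = cell-free medium wells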
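Knockdown cells (IDH1KD HT-1080) received compounds 2 h after plating at 750 cells/well and were kept 48 h at 37 °C in 5% FBS RPMI. A CellTiter-Glo luminescence read gave % activity for curve fitting.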
* marks the source's active call; other numbers are inactive results; ? = inconclusive; · = not tested or not shown; [ ] = dose if it differs, or a comment. Unless noted, calls come from the whole dose curve; as a rule, active = well fitted curve in the direction sought with a large enough effect; inconclusive = small, poorly fitted or top-dose-only effect, or another doubt; inactive = no such curve, though single readings can be large; an effect the other way counts as inactive or inconclusive.

Key to letters: A = MCF10A rerep; B = IL-1B inflam inh; C = KB-V1 cytotox; D = D3 ag; E = HT1080-NT tox; F = KB-3-1 cytotox; G = SW480 rereplic; H = GLP1R cytotox; I = HT1080 IDH1KD tx
SMILES: O=C(NCCSCc1ccco1)c1ccc(CN2CCOCC2)cc1
  A = 0.8%; B = 14.6; C = -18.8%; D = -13.8; E = 0.0%; F = -1.4%; G = -11.7%; H = -7.2%; I = 9.0%
SMILES: Cc1cc(C)cc(NC(=S)/C(=C(\[O-])c2ccc(Cl)cc2Cl)[n+]2ccccc2)c1
  A = ?; B = 15.6; C = 4.1%; D = -11.0; E = 16.8%; F = -6.5%; G = 0.0%; H = 8.0%; I = -0.1%
SMILES: C=C(C)CNC(=S)N/N=C/C1=CCC2CC1C2(C)C (stereo not drawn)
  A = ?; B = 9.7; C = ?; D = -3.2; E = 3.9%; F = ?; G = 11.3%; H = ?; I = 7.5%
SMILES: O=C(CC1C(=O)NCCN1Cc1c(F)cccc1Cl)NCCCn1ccnc1 (stereo not drawn)
  A = 3.7%; B = 2.5; C = ?; D = 13.8; E = 0.6%; F = 0.4%; G = 0.3%; H = 4.1%; I = 17.8%
SMILES: COc1ccccc1CNC(=O)CSCc1cnn(-c2ccccc2)c1-n1cccc1
  A = 14.6%; B = -16.9; C = ?; D = 3.1; E = 5.6%; F = -6.4%; G = -7.0%; H = -11.6%; I = 0.6%
SMILES: Cc1cc(N2CCN(S(=O)(=O)c3ccccc3)CC2)nc2c(C)cccc12
  A = 11.3%; B = 17.3; C = 5.4%; D = 0.6; E = -1.5%; F = -20.2%; G = -2.8%; H = 16.1%; I = -2.6%
SMILES: COc1ccc(-n2nc(C(=O)NCC(=O)N3CCN(c4ccc(F)cc4)CC3)c3ccccc3c2=O)c(OC)c1
  A = -1.7%; B = -19.1; C = 27.2%; D = -1.1; E = 8.7%; F = 16.7%; G = -6.5%; H = -12.2%; I = -0.1%
SMILES: O=C(/C=C/c1ccc(Br)cc1)NCCCn1ccnc1
  A = 20.3%; B = 7.5; C = -13.0%; D = 7.4; E = 0.8%; F = -0.9%; G = -3.4%; H = -3.5%; I = 2.6%
SMILES: N#Cc1ccc(NCC(=O)Nc2ccc(S(=O)(=O)N3CCCCC3)cc2)cc1
  A = 13.9%; B = -8.5; C = 0.0%; D = -1.0; E = -1.4%; F = 2.7%; G = ?; H = 0.7%; I = -5.0%
SMILES: COc1ccc(OC)c(NC(=O)CN(C)S(=O)(=O)c2ccc3nc(C)sc3c2)c1
  A = 2.2%; B = -17.2; C = ?; D = 7.5; E = -0.2%; F = -13.5%; G = 0.0%; H = 3.8%; I = -0.5%
SMILES: CCn1c(SCC(=O)Nc2ccc(C)cc2)nnc1-c1ccc(O)cc1
  A = ?; B = 10.0; C = -2.5%; D = -10.3; E = 1.7%; F = -17.1%; G = ?; H = 1.5%; I = -14.7%
SMILES: Nc1ccc(N2CCOCC2)c(S(=O)(=O)Nc2cc(Cl)ccc2Cl)c1
  A = ?; B = 38.0; C = 8.9%; D = 0.4; E = -21.9%; F = 0.0%; G = 26.1%[1.84 µM]; H = -8.9%; I = -21.7%
SMILES: Cc1ccc(C(=O)Nc2ncccc2S(=O)(=O)c2ccccc2)cc1
  A = -1.0%; B = 11.1; C = 10.1%; D = -1.5; E = 8.0%; F = 17.4%; G = 2.3%; H = -2.1%; I = 13.6%
SMILES: N=c1oc2ccccc2cc1C(=O)N/N=C/c1ccccc1
  A = 1.4%; B = 13.3; C = 0.0%; D = 3.7; E = 10.1%; F = -4.6%; G = -2.4%; H = -4.1%; I = 18.6%
SMILES: CCCCn1cc(S(=O)(=O)c2cc(C)ccc2C)c(=O)c2cc(F)c(F)cc21
  A = ·; B = ·; C = 5.4%; D = 1.2; E = ·; F = -6.4%; G = ·; H = -0.8%; I = ·
SMILES: COc1ccc(CNC(=O)C[C@H]2C[C@H](C(=O)N(C(C)C)C(C)C)[C@@]3(C)c4[nH]c5cc(-c6ccco6)ccc5c4CCN3C2=O)cc1OC
  A = ?; B = -20.4; C = ?; D = 7.3; E = -17.7%; F = ?; G = 4.4%; H = 0.9%; I = -21.4%
SMILES: CCc1cccc(C)c1NS(=O)(=O)c1cccs1
  A = -1.3%; B = 7.0; C = 0.9%; D = 0.7; E = 2.3%; F = 4.7%; G = -4.6%; H = -1.5%; I = 3.3%
SMILES: CCOc1ccc(CCN2C(=S)N([C@@H](Cc3ccc(O)cc3)CN3CCC[C@@H]3CN3C(=S)NC[C@@H]3CC(C)C)C[C@@H]2Cc2ccc(O)cc2)cc1
  A = ·; B = 0.0; C = -5.7%; D = -20.2; E = 16.4µM*; F = ?; G = ·; H = ?; I = 20.6µM*
SMILES: Cc1cc(C)cc(OCCNC(=O)C(C)N2C(=O)c3ccccc3C2=O)c1 (stereo not drawn)
  A = -1.4%; B = -8.9; C = ?; D = -9.3; E = 18.0%; F = 23.2%; G = -12.3%; H = -2.8%; I = 12.0%
SMILES: CC(=O)c1cccc(-c2ccnc3c2CC(C(=O)NCc2ccccc2)O3)c1 (stereo not drawn)
  A = ·; B = 50.4; C = 0.0%; D = -10.0; E = ?; F = ?; G = ·; H = -2.2%; I = ?
SMILES: Cc1ccc(C(=O)N/C(=C\c2cccs2)C(=O)NCCCn2ccnc2)cc1C
  A = -4.5%; B = -1.6; C = 13.9%; D = 2.3; E = 10.6%; F = 14.9%; G = -1.5%; H = -9.5%; I = 10.3%
SMILES: CC(=O)N1CCCc2cc(S(=O)(=O)N(CC(C)C)CC(C)C)ccc21
  A = ?; B = -0.3; C = -9.2%; D = 4.3; E = -23.2%; F = 0.0%; G = 1.4%; H = 2.9%; I = -29.2%

Ordered by molar mass (falling): three of the compounds above.
Key to letters: A = MCF10A rerep; B = IL-1B inflam inh; C = KB-V1 cytotox; D = D3 ag; E = HT1080-NT tox; F = KB-3-1 cytotox; G = SW480 rereplic; H = GLP1R cytotox; I = HT1080 IDH1KD tx
SMILES: COc1ccc(CNC(=O)C[C@H]2C[C@H](C(=O)N(C(C)C)C(C)C)[C@@]3(C)c4[nH]c5cc(-c6ccco6)ccc5c4CCN3C2=O)cc1OC
  A = ?; B = -20.4; C = ?; D = 7.3; E = -17.7%; F = ?; G = 4.4%; H = 0.9%; I = -21.4%
SMILES: O=C(CC1C(=O)NCCN1Cc1c(F)cccc1Cl)NCCCn1ccnc1 (stereo not drawn)
  A = 3.7%; B = 2.5; C = ?; D = 13.8; E = 0.6%; F = 0.4%; G = 0.3%; H = 4.1%; I = 17.8%
SMILES: CCc1cccc(C)c1NS(=O)(=O)c1cccs1
  A = -1.3%; B = 7.0; C = 0.9%; D = 0.7; E = 2.3%; F = 4.7%; G = -4.6%; H = -1.5%; I = 3.3%

Another view of some results above:
Molecule: O=C(NCCSCc1ccco1)c1ccc(CN2CCOCC2)cc1
  MCF10A rerep: 0.8%
  IL-1B inflam inh: 14.6
  KB-V1 cytotox: -18.8%
  D3 ag: -13.8
  HT1080-NT tox: 0.0%
  KB-3-1 cytotox: -1.4%
  SW480 rereplic: -11.7%
  GLP1R cytotox: -7.2%
  HT1080 IDH1KD tx: 9.0%

Molecule: CC(=O)N1CCCc2cc(S(=O)(=O)N(CC(C)C)CC(C)C)ccc21
  MCF10A rerep: ?
  IL-1B inflam inh: -0.3
  KB-V1 cytotox: -9.2%
  D3 ag: 4.3
  HT1080-NT tox: -23.2%
  KB-3-1 cytotox: 0.0%
  SW480 rereplic: 1.4%
  GLP1R cytotox: 2.9%
  HT1080 IDH1KD tx: -29.2%

Molecule: COc1ccccc1CNC(=O)CSCc1cnn(-c2ccccc2)c1-n1cccc1
  MCF10A rerep: 14.6%
  IL-1B inflam inh: -16.9
  KB-V1 cytotox: ?
  D3 ag: 3.1
  HT1080-NT tox: 5.6%
  KB-3-1 cytotox: -6.4%
  SW480 rereplic: -7.0%
  GLP1R cytotox: -11.6%
  HT1080 IDH1KD tx: 0.6%
